# Source: PubChem BioAssay
# AT treatment = potential ataxia-telangiectasia treatments restoring KAP-1 phosphorylation; […] A-T fibroblasts, KAP-1 phosphorylation AlphaLISA; neocarzinostatin DNA damage 30 min before lysis; Potency, µM (doses to about 57.5 µM), without a hit: top-dose activation, most hits filed as activators; 320,000 tested, 0.19% active; note: potency is the fitted concentration of half-maximal effect; % of control where 0% means no effect; nearly all actives have a fitted effect of over 45% in size
#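 ATM-like activity read as KAP-1 phosphorylation via AlphaLISA donor/acceptor antibody pairs after lysis and 6 hr at 25C. Cells were ATM-null patient fibroblasts ([…], hTERT), dosed 60 min, then exposed to the DSB inducer NCS for 30 min.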
# ASM inhibitor = inhibitors of human secretory acid sphingomyelinase. placental ASM, HMU-PC fluorogenic substrate, 60 min. Potency, µM (top dose mostly 57.5 µM), for inactives: at the highest dose activity change, negative = inhibition, hits mostly inhibitors. P17405. AID 504937. 340,000 tested, 0.006% active; note: potency is the fitted concentration of half-maximal effect
#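 Human placenta-derived ASM preincubated with compound 10 min at room temperature, then reacted with 9 uM (final) fluorogenic HMU-PC substrate for 60 min at 37 C. Stop solution raises pH to 10; fluorescence read at Ex 386/Em 447 nm.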
# CXXC DNA block = inhibitors of human MLL CXXC domain-DNA interaction. MLL-CXXC / FITC-HOXA9 DNA fluorescence polarization. Potency, µM (series often up to 115 µM), for the others: top-dose activity change, negative = inhibition, hits mostly inhibitors. 290,000 tested, 0.037% active; active = well fitted inhibition curve with a large enough effect in the polarisation, with a control signal flat, not every such curve was filed as active; inconclusive = small, poorly fitted or top-dose-only effect, or effect the other way, or a change in a side signal; inactive = no such curve, though single readings can be large or run the other way; the % refers to the polarisation; note: potency is the fitted concentration of half-maximal effect
#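 Fluorescence polarization: 7 uM MLL-CXXC (stock) preincubated 5 min with compounds, then 50 nM fluorescein-HOX-A9 DNA (stock) added; 30 min ambient. Buffer 50 mM Tris-HCl pH 7.5, 50 mM NaCl, 1 mM DTT, 0.05% BSA.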
# Coupling enz = inhibits coupling enzyme system, counter-screen for aldolase hits; activity change, negative = inhibition, % at 58.2 µM, hits read low; 290,000 tested, 0.67% active; coupling enzyme system counterscreen, AmpLite Red fluorescence; AID 2472; in the data active = activity change below about -30%; note: % is set by controls: 0 for no effect and ±100 for the full control effect
#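 Final compound at 57.5 uM, incubated 10 min at RT with coupling enzyme reagent (glyceraldehyde-3-phosphate), then 20 min with substrate and AmpLite Red detection. Fluorescence read at 525/598 nm; tests interference with the coupling assay, not aldolase inhibition.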
# GALK inh = inhibitors of human galactokinase; P51570; Purified GALK, Kinase-Glo residual ATP luminescence; Potency, µM (series often up to 57.5 µM), inactives show at the top dose activity change, negative = inhibition, actives largely listed as inhibitors; 270,000 tested, 0.007% active; note: potency is the fitted concentration of half-maximal effect; % is set by controls: 0 for no effect and ±100 for the full control effect
#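 Human GALK (5 nM) with 35 uM ATP and 100 uM galactose in 20 mM HEPES pH 8.0, 5 mM MgCl2, 60 mM NaCl, 1 mM DTT, 0.01% BSA. After 1 h at room temperature, leftover ATP was read by Kinase-Glo Plus luminescence.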
# TRPV1 ag = activates the human vanilloid receptor TRPV1; TRPV1-expressing cells, Fluo-8 calcium influx, agonist mode; activation, % at 8.33 µM; 320,000 tested, 0.19% active; in the data active = activation above about 80%; inconclusive = between about 30% and that limit; note: 0% is about no effect
# Target sequence (Q8NER1 whole entry, looked up): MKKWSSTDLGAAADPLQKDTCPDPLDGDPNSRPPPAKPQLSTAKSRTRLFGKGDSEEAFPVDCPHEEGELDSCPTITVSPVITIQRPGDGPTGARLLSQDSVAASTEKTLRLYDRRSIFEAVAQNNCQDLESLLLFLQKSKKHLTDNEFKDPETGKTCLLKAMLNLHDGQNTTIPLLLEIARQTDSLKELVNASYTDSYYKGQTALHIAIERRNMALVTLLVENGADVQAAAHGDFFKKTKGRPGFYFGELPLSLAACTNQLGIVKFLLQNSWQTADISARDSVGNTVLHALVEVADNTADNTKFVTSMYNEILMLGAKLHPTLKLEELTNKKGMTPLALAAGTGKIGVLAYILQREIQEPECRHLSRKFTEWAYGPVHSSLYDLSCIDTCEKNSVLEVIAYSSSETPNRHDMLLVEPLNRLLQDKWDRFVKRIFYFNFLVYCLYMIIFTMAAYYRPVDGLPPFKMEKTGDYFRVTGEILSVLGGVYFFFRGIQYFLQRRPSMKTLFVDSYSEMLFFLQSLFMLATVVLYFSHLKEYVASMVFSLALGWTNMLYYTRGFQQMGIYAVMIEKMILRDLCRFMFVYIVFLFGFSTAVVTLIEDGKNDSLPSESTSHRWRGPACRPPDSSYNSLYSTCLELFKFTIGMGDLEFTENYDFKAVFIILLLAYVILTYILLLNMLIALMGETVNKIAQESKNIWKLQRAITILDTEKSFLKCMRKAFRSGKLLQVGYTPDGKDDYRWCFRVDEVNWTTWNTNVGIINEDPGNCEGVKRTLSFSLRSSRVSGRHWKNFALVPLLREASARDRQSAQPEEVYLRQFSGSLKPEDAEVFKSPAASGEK
#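 TRPV1-expressing cells were cultured overnight at 35.5C and loaded with Fluo-8 calcium dye for 40 to 90 min at room temperature. After a 10 s baseline, compound was added and calcium influx was read kinetically for 3 min (ex 480/em 520 nm).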
# a7 integrin act = activators of alpha7 integrin expression for muscular dystrophy; 350,000 tested, 0.064% active; Potency, µM (doses to about 38.3 µM), without a hit: at the top dose activation, hits mostly activators; alpha7betagal myoblasts, beta-gal FDG fluorescence, 48 h;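 note: potency is the fitted concentration of half-maximal effect; 100% = response of the positive control SU9516; nearly all actives have a fitted effect of over 60% in size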
#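 Alpha7betagal+/- myoblasts (passage 13) were plated 16-24 hr, then exposed to compounds (1:260 dilution of DMSO stock) for 48 hours at 37C. After MPER lysis, β-galactosidase reporter activity was read as FDG fluorescence (ex 480/em 540) after 30 minutes.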
# KCNH2 3.1 inh = KCNH2 3.1 (human) potassium channel inhibition; U2OS KCNH2 3.1, thallium flux FluxOr; stronger effect = lower value; activity change, % (tested at about 1.8 µM); 340,000 tested, 0.95% active; AID 720553;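 active = maximum activity change below -70%; inconclusive = maximum activity change from -70% to -50%; inactive = maximum activity change above -50%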;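 note: thallium influx rate constant from kinetic fluorescence after stimulation buffer; % is set by controls: 0 for no effect and ±100 for the full control effect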
#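 Steps: virus added to U2OS suspension (4 h, RT, dark); medium with 10% FBS added, cells plated, 37 C overnight; FluxOr/Red40 loading buffer 45 min RT; stimulation buffer, 2 min kinetic read; rate constant normalized.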
# KCNH2 WT inh = KCNH2 (human, wildtype) channel inhibition; Q12809; U2OS, BacMam KCNH2, thallium flux FluxOr; stronger effect = lower value; activity change, % at 1.84 µM; 340,000 tested, 0.37% active; AID 720551;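 active = maximum activity change below -70%; inconclusive = maximum activity change between -70% and -50%; inactive = maximum activity change above -50%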; note: % is set by controls: 0 for no effect and ±100 for the full control effect
#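 U2OS cells were transduced with wild-type KCNH2 virus (2.03 x 10^8 / mL) for 4 h at room temperature, then cultured overnight at 37 C. Thallium flux was read with FluxOr dye. Rate constants were normalized to DMSO controls.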
# MBNL1-CUG inh = inhibitors of human MBNL1 binding to CUG repeat RNA; Q9NR56; TR-FRET MBNL1-His/biotin-(CUG)12 binding, 665/545 ratio; Potency, µM (titrated, usually from 57.5 µM), for the others: at the highest dose activity change, negative = inhibition, most hits filed as inhibitors; 280,000 tested, 0.036% active; AID 2675; active = well fitted inhibition curve with a large enough effect in the signal ratio, with a control signal flat, not every such curve was filed as active; inconclusive = small, poorly fitted or top-dose-only effect, or effect the other way, or a change in a side signal; inactive = no such curve, though single readings can be large or run the other way; the % refers to the signal ratio; note: potency is the fitted concentration of half-maximal effect; % is set by controls: 0 for no effect and ±100 for the full control effect
#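 His-tagged MBNL1 binding to biotinylated (CUG)12 RNA was measured by TR-FRET using terbium anti-His antibody (0.055 ng/ul final) and streptavidin-XL665 (5 nM final). Compounds were titrated 92 nM to 58 uM; 60 min at room temperature.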
# The depositor's hits bear a star; i = inactive; ? = inconclusive; · = not tested or not shown; & = joins results of further samples; [ ] = dose if it differs, or a comment. Unless noted, calls come from the whole dose curve; as a rule, active = well fitted curve in the direction sought with a large enough effect; inconclusive = small, poorly fitted or top-dose-only effect, or another doubt; inactive = no such curve, though single readings can be large; an effect the other way counts as inactive or inconclusive. Random draw from the library; overall some 2% were active at least once.
SMILES,AT treatment,ASM inhibitor,CXXC DNA block,Coupling enz,GALK inh,TRPV1 ag,a7 integrin act,KCNH2 3.1 inh,KCNH2 WT inh,MBNL1-CUG inh
CC(=O)C[C@H]1c2cc(C(F)(F)F)ccc2S(=O)(=O)N1c1ccccc1,·,7%,·,·,·,·,5%,11,4,·
COc1ccc(C(C)=O)cc1CS(=O)(=O)CC(=O)O,3%,0%,14%,5,13%,-1,17%,6,2,-2%
CN(Cc1ccco1)C(=O)Cn1nc(-c2ccc(Cl)cc2)ccc1=O,0%,-10%,3%,0,1%,-2,28%,-32,-6,31%[activator]
COc1ccccc1CN(C)C(=O)C(NC(=O)Cc1cccc2ccccc12)C(C)C (stereo not given),5%,-4%,-1%,-3,-3%,7,-20%,12,-6,1%
COc1ccc(CNCCSc2nnnn2C)c(OC)c1OC,7%,3%,?,3,7%,1,17%,6,-9,4%
CCc1ccc(N=C2NC(=O)/C(=C/c3ccc(OCC(=O)O)c(OC)c3)S2)cc1,3%,-1%,-9%,18,-2%,-4,9%,9,-15,?
Cc1ccc(CNC(=O)C2CCC(=O)N(CCc3ccc(Cl)cc3)C2)cc1 (stereo not given),-8%,3%,?,0,3%,2,-28%,-29,20,0%
Cc1ccc(-c2cc(C(F)F)n3ncc(C(=O)N4CCCCC4c4cccnc4)c3n2)cc1 (stereo not given),2%,236%[activator],-3%,0,0%,11,-8%,1,-10,-5%
C[C@@H](C(=O)NCCc1c[nH]c2ccccc12)[C@H]1C[C@]1(C)[C@H](NC(=O)OCc1ccccc1)c1ccccc1,0%,-1%,3%,-4&-1,·,4,-15%,12,-1,11%
N#Cc1c2c(c(NCCCN3CCOCC3)n3c1nc1ccccc13)CCC2,11%,i,5%,2,-1%,2,-12%,0,-1,12%
CC(CC(=O)O)n1nnc2ccccc21 (stereo not given),36%,4%,-10%,4,1%,-5,0%,20,-3,-1%
O=C(COC(=O)c1cc([N+](=O)[O-])ccc1N1CCCC1)Nc1ccccc1OC(F)F,-8%,-4%,·,·,·,-1,3%,3,-3,·
NCCCC[C@@H]1NC(=O)[C@H](CCC(=O)O)NC(=O)c2cc([N+](=O)[O-])cc(I)c2OCC[C@@H](C(N)=O)NC1=O,2%,-2%,10%,0,·,-2,7%,·,·,?
Cc1ccc2nc(NC(=O)CSc3nc(=O)n(CCCN(C)C)c4c3CCC4)sc2c1,6%,-3%,·,·,·,14,-53%[inhibitor],-17,20,·
O=C(COC(=O)c1ccc2c(c1)C(=O)N(CCc1ccccc1)C2=O)Nc1ccc(OC(F)F)cc1,18%,-3%,4%,-1,1%,4,2%,-6,-5,17%
O=C(CCCN1C(=O)CCC1=O)Nc1ccc2c(c1)OCO2,0%,1%,0%,2,0%,2,8%,-12,1,5%
CCc1ccc(NC(=O)CSc2nnc(Cn3c(=O)sc4ccccc43)n2C)cc1,2%,3%,-1%,-3,0%,0,8%,6,1,8%
CCc1ccc(NC(=O)c2ccccc2SC)cc1,1%,-1%,10%,-7,7%,24,-7%,7,-1,-9%
CS(=O)(=O)N1CCC(C(=O)NCc2ccccc2)CC1,-1%,-5%,6%,1,13%,3,?,-19,14,-4%
CN(C1=C(N2CCOCC2)C(=O)c2ccccc2C1=O)c1ccccc1,-15%,-7%,5%,-40*,2%,1,0%,5,-3,·
CCOC(=O)c1c(-c2ccccc2)oc2ccc(OCC(N)=O)cc12,1%,12%,-8%,-2,-1%,?,-4%,10,-11,3%
CCOC(=O)N1CCN(c2cc(=O)n(-c3ccc(C)cc3)c(=O)[nH]2)CC1,-1%,4%,15%,0,0%,2,23%,-22,-5,-9%
CCOc1ccc(S(=O)(=O)N2CCCCC2)cc1NS(=O)(=O)c1cccs1,6%,-1%,·,·,·,4,21%,-11,7,·
COCCNC(=O)CCC1CCN(Cc2cccc(Oc3ccccc3)c2)CC1,7%,3%,1%,0,-2%,-1,-4%,4,30,-13%
Cc1cccc(OCC(=O)N/N=C/c2ccc(N(C)C)cc2)c1,-1%,113%[activator],?,2,4%,1,-19%,3,1,-10%

# (next part)
SMILES,AT treatment,ASM inhibitor,CXXC DNA block,Coupling enz,GALK inh,TRPV1 ag,a7 integrin act,KCNH2 3.1 inh,KCNH2 WT inh,MBNL1-CUG inh
O=C(NCCCN1CCOCC1)c1ccc(Cl)s1,·,6%,-13%,3,4%,3,?,-3,-13,-5%
CCN1CCN(C(=O)c2ccccc2N(Cc2ccccc2)S(C)(=O)=O)CC1,-4%,8%,6%,3,2%,2,3%,22,12,0%
CCOC(=O)c1cc(=O)n(-c2ccc(Cl)cc2C)[nH]1,-1%,-2%,11%,6,0%,-3,-1%,-3,-1,·
CCOC(=O)C(Cc1cc(C(C)=O)ccc1OC(C)C)C(=O)OCC,2%,1%,1%,1,0%,?,1%,-4,1,-4%
COc1ccc(C2=NN(CN3C(=O)C(=O)c4ccccc43)C(c3ccc(Br)cc3)C2)cc1 (stereo not given),2%,0%,19%,0,-3%,1,0%,-7,-14,10%
Cc1ccc(NC(=O)C2COc3ccccc3O2)cc1S(=O)(=O)N1CCOCC1 (stereo not given),5%,-3%,·,·,·,?,-1%,4,-9,·
COc1ccc(CC(CC(=O)O)C(=O)Nc2ccccc2)cc1 (stereo not given),·,3%,0%,6,3%,-5,13%,-4,-4,-5%
CCCC(=O)NC(c1ccccc1OC)c1ccc2cccnc2c1O (stereo not given),0%,5%,-5%,-1,2%,0,-46%[inhibitor],-20,2,48%[activator]
COc1ccc2nc3ccccc3nc2c1NC(=O)c1ccc(Br)cc1,-11%,-1%,0%,-27,-1%,5,19%,-22,8,·
COC(=O)C1=C(C)N(C)C(=O)NC1c1cc(Cl)c(O)c(OC)c1 (stereo not given),0%,3%,0%,3,1%,-4,4%,16,3,1%
Clc1cccc(-c2cc3nc4c(c(N5CCOCC5)n3n2)CCCC4)c1,13%,-5%,19%,-1,-3%,18,?,-20,5,0%
CN(C)S(=O)(=O)c1cccc(NC(=O)CSc2nncn2C)c1,0%,3%,3%,-2,1%,2,18%,?,-6,-3%
COc1ccc(-c2nnc(SCCC(=O)O)n2-c2ccccc2)cc1OC,·,4%,-8%,20,2%,3,8%,-29,-16,0%
Cc1ccc(S(=O)(=O)NC2CCCCC2)c2nsnc12,-12%,3%,8%,5,·,5,20%,-2,-1,?
CCCCNC(=O)C(c1ccc(OCC(=O)OC)c(C(=O)OC)c1)N(CCc1c[nH]c2ccccc12)C(=O)CCCCCN1C(=O)NC(c2ccc(-c3ccccc3)cc2)C(C(=O)OCc2ccccc2)=C1C (stereo not given),-26%,·,6%,-1,-2%,0,·,·,·,-1%
CCOc1ccccc1/C=N/Nc1ccccc1[N+](=O)[O-],-3%,-3%,?,-1,-1%,-4,14%,-19,1,-1%
CCCCCNC(=O)Cc1ccc(OC)cc1,6%,0%,-3%,0,0%,4,3%,-3,0,0%
CC(C)(C)c1ccc(C(=O)NNC(=S)NCc2ccco2)cc1,0%,1%,20%,-2,0%,22,-21%,-8,-2,·
O=C(NCC(c1cccs1)N1CCOCC1)c1ccccc1NS(=O)(=O)c1cccc([N+](=O)[O-])c1 (stereo not given),7%,-1%,?,3,0%,0,-14%,0,7,?
Cc1ccc(NC(=O)CCCc2nc3ccccc3c(=O)[nH]2)c(Cl)c1,8%,-1%,·,·,·,2,1%,6,3,·
COc1ccc(C(=O)NCC(=O)NCC(c2ccco2)N(C)C)cc1OC (stereo not given),-8%,15%,0%,-1,2%,6,26%,1,33,-11%
Cc1ccc(NC(C)c2cc(Cl)ccc2O)cc1 (stereo not given),-2%,0%,-1%,-4,0%,-9,-2%,-4,4,-12%
O=C(COC(=O)/C=C/c1ccccc1)NC1CCCC1,2%,-8%,·,·,·,·,-1%,-3,-3,·
Fc1ccc(N/N=C/c2ccc(N3CCOCC3)cc2)c(F)c1,1%,7%,-3%,-2,6%,18,9%,-7,-32,-11%
N#Cc1nc(Cc2cccc3ccccc23)oc1N1CCCCC1,17%,-2%,7%,4,1%,-2,17%,-10,-6,11%
COc1cccc(NC(=S)N2CCN(c3ccccn3)CC2)c1,-5%,2%,11%,-1,1%,0,1%,-4,0,-1%
Cc1csc(NC(=O)c2nc(-c3ccccc3)n(-c3ccccc3)n2)n1,12%,-8%,-8%,1,5%,?,0%,-20,-11,6%

# Ordered by value in CXXC DNA block (falling): 3 from the list above.
Compound	CXXC DNA block
N#Cc1nc(Cc2cccc3ccccc23)oc1N1CCCCC1	7%
CN(C)S(=O)(=O)c1cccc(NC(=O)CSc2nncn2C)c1	3%
Cc1ccc(NC(C)c2cc(Cl)ccc2O)cc1 (stereo not given)	-1%
